KCNQ2 inh = KCNQ2 channel blockers in CHO-K1 cells – cell-based, FluxOR thallium flux, B-score, primary screen (AID 2156); O88943; 20 min; active compounds read low; B-score at 10 µM; 310,000 tested, 1.1% active;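 active = fluorescence ratio B-score at most minus 3 library SDs, with starting brightness B-score within 2 library SDs, cut at about -5.5 in these data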
STK33 kinase inh = human STK33 kinase inhibition; purified STK33, MBP phosphorylation, ADP-Glo luminescence; inhibition, % at 10 µM; 320,000 tested, 0.073% active; Q9BYT3;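 active = inhibition at or above 25%, using the most active replicate where run in duplicate; inactive = inhibition below 25%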
Target sequence (Q9BYT3 whole entry, looked up): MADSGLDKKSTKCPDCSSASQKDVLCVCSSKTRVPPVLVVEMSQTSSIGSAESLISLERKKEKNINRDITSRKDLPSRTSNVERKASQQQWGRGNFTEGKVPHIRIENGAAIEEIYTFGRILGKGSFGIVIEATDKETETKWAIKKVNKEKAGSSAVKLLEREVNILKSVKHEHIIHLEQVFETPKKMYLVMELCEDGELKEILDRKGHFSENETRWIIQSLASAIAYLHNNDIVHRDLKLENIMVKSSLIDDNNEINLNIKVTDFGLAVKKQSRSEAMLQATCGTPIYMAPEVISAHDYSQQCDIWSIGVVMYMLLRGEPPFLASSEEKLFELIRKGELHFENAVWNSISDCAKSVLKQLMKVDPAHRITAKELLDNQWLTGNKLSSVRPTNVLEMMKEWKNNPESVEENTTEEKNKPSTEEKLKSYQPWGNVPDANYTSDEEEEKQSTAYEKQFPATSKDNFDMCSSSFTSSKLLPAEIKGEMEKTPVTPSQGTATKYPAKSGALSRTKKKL
Kir21 inh = Kir2.1 (mouse) channel inhibition. B-score at 10 µM. P35561. HEK293-Kir2.1, FluxOR thallium flux fluorescence; active compounds read low. 310,000 tested, 0.85% active;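 active = fluorescence ratio B-score at or below minus 3 SD of library scores, with starting-brightness B-score within 2 SD, cut at about -4.2 in these data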;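 note: channel flux triggered by added potassium and thallium sulfate stimulus; B-score of peak minus minimum fluorescence over baseline after thallium stimulus; more negative B-score means stronger Kir2.1 block with less thallium influx; some compounds called inactive have numbers as strong as hits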
Target sequence (P35561 whole entry, looked up): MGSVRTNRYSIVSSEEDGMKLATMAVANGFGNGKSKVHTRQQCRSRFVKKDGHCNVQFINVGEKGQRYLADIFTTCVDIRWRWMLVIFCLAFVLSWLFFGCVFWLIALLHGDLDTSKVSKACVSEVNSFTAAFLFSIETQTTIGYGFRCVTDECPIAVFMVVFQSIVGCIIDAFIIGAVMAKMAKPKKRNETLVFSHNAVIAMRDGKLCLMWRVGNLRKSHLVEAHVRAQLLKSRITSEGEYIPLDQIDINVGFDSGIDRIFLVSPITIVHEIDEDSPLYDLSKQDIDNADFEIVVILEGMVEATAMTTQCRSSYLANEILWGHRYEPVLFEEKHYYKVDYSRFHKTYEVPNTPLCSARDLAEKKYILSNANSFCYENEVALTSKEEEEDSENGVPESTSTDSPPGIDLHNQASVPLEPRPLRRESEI
* hit, by the source's call; i = inactive; . = not tested or not shown.

Results follow in this order: Kir21 inh, STK33 kinase inh, KCNQ2 inh
> CC(=O)c1ccc(NC(=O)c2c(C)nn(-c3ccccc3)c2Cl)cc1
    1.4, -1.9, i
> COc1ccc(S(=O)(=O)N(C)CC(=O)N2CCN(C)CC2)cc1Cl
    0.04, -1.0, i
> O=C(CCN1CCN(c2ccccc2)CC1)N/N=C/c1ccc(O)c(O)c1O
    -0.11, ., i
> COC(=O)c1ccccc1NC(=O)C1CCCN(S(=O)(=O)c2ccc(OC)cc2)C1 (stereo not given)
    2.3, -0.7, i
> COCCn1cnc2cc(C)c(C)cc21
    0.07, -0.8, i
> Cc1ccc(-c2nnc(NCc3nc4ccccc4[nH]3)c3ccccc23)cc1S(=O)(=O)N1CCOCC1
    2.6, -0.4, i
> COC(=O)c1cc(OC)c(OC)cc1NC(=S)N1CCOCC1
    0.14, ., i
> O=C(N[C@@H](Cc1ccccc1)C(=O)O)c1c(F)c(F)c(F)c(F)c1F
    0.3, -0.1, i
> Fc1cccc(CSc2ccc3nnc(-c4cccnc4)n3n2)c1
    -0.91, 0.1, i
> Cc1ccc(C(=O)c2ccccc2C(=O)OCC(=O)NC(=O)NC(C)(C)C)cc1
    0.02, -0.1, i
> CCOC(=O)C1=C(C)N(C)C(C)=C(C(=O)OCC)C1c1ccsc1
    0.01, -0.4, i
> CC(C)[C@H](NC(=O)c1cc2cc(Cl)ccc2n1C)C(=O)N[C@@H](C(=O)O)c1ccccc1
    1, -0.6, i
> COC(=O)c1ccc(NC(=O)Cn2nc(-c3ccncc3)nc2SCC(=O)Nc2nccs2)cc1
    1.8, 0.0, i
> Cc1cc(OCCn2cnc3ccccc3c2=O)ccc1[N+](=O)[O-]
    0.4, -1.3, i
> CCOC(=O)C1CCN(c2ccc([N+](=O)[O-])cc2)CC1
    -0.67, -2.6, i
> CCOC(=O)c1ccc(N2C(=O)C(O)=C(C(C)=O)C2c2ccccc2)cc1 (stereo not given)
    0, -0.3, i
> CCOC(=O)c1sc(=NC(=O)C2CC2)n(C)c1C
    0.46, 0.2, i
> COCCn1c(=S)[nH]c2cc(C(=O)NCCCN3CCOCC3)ccc2c1=O
    -1, -0.6, i
> C=CCN=C(CC)C1=C(O)CCCC1=O
    -0.6, -0.5, i
> C=CCNC(=O)c1ccc2c(c1)S(=O)(=O)c1ccccc1C2=O
    -0.11, 1.3, i
> COc1ccc(CN(C(=O)c2cc3ccccc3oc2=O)C2CCS(=O)(=O)C2)cc1OC (stereo not given)
    1.4, 1.2, i
> O=[N+]([O-])c1ccccc1N/N=C/c1cc2ccccc2nc1Cl
    2.5, -0.9, i
> COc1cccc(N2CCN(Cc3nc4ccccc4c(=O)[nH]3)CC2)c1
    -0.05, -0.4, i
> Cc1ccc2occ(/C=N/NC(=O)c3ccccc3O)c(=O)c2c1
    -0.14, 0.7, i
> CC(=O)c1ccc2noc(-c3ccccc3)c2c1
    0.1, 17, i
> CCOc1cc([N+](=O)[O-])cc(/C=N/NC(=O)c2c(-c3ccccc3)noc2C)c1O
    -1.1, -1.9, i
> CC(C)(CO)NC(=S)NCc1ccco1
    3, 1.7, i
> COc1cccc(-n2c(SCC(=O)Nc3ccc4c(c3)CCC4)nc3ccccc3c2=O)c1
    -1.2, 0.9, i
> COC(CNC(=O)c1ccc2c(c1)ncn2-c1cccc(F)c1)OC
    0.36, 1.8, i
> COc1cccc(CC(=O)OC(C)C(=O)Nc2ccc(Cl)cn2)c1 (stereo not given)
    -0.66, -1.0, i

Next part (3 carried over from the part before).
Results follow in this order: Kir21 inh, STK33 kinase inh, KCNQ2 inh
> COc1cccc(-n2c(SCC(=O)Nc3ccc4c(c3)CCC4)nc3ccccc3c2=O)c1
    -1.2, 0.9, i
> COC(CNC(=O)c1ccc2c(c1)ncn2-c1cccc(F)c1)OC
    0.36, 1.8, i
> COc1cccc(CC(=O)OC(C)C(=O)Nc2ccc(Cl)cn2)c1 (stereo not given)
    -0.66, -1.0, i
> Cc1cccc2cc(C#N)c(SCC(=O)NCC3CCCO3)nc12 (stereo not given)
    -0.05, 6.1, i
> CCCCn1c(/N=C/c2cc(OC)ccc2O)nc2ccccc21
    -1.6, -0.3, i
> CC(=O)c1ccc(N=Nc2c(C)[nH]n(-c3ccccc3)c2=O)cc1
    -2.9, -0.3, i
> COc1ccc(C(=O)NC2CCN(C(=S)Nc3ccccc3)CC2)cc1
    -0.01, 0.0, i
> O=c1[nH]c(/C=C\c2cccs2)nc(O)c1[N+](=O)[O-]
    0.46, -1.0, i
> CCCC(C(=O)Nc1ccc(S(=O)(=O)N2CCCC2)cc1)c1ccccc1 (stereo not given)
    0.06, ., i
> O=C(CSc1nnc(-c2ccccc2O)n1-c1ccccc1)Nc1cccc(C(=O)O)c1
    -0.89, 0.3, i
> Cc1noc(C)c1COC(=O)CNC(=O)c1ccc(Cl)cc1
    0.85, -1.8, i
> COc1ccc(C(=O)CSc2nnc(-c3cc(C)cc(C)c3)o2)cc1
    0.24, 0.7, i
> CC(=O)Nc1ccc2c(c1)nc(CCNC(=O)c1ccccc1)n2C
    -0.19, 0.1, i
> N#C/C(=C\C1=C(N2CCOCC2)C(=C\c2ccc(Cl)cc2)/CC1)C(=O)Nc1ccccc1F
    -0.3, 0.9, i
> c1ccc(Oc2ccc(-c3ccnc4ncnn34)cc2)cc1
    -1.9, -1.4, i
> CCCC(=O)Nc1c(-c2ccc(OC)cc2)c(=O)c2ccccc2n1C
    -1.1, -0.1, i
> COc1ccc(-c2cc(C)no2)cc1S(=O)(=O)NCC1CCN(Cc2cc(C)ccc2C)CC1
    -1.4, 1.6, i
> CCOC(=O)c1c(CN2CCCCC2)oc2ccc(O)cc12
    -1.7, -1.5, i
> COc1ccccc1OCCNC(=O)c1cccc(S(=O)(=O)N2CCN(C)CC2)c1
    0.88, -1.9, i
> Cc1nc(-c2nc(-c3c(C(=O)NNC(=O)c4ccc(Cl)cc4)noc3C)cs2)cs1
    -0.11, -1.1, i
> O=C(NCC(c1ccco1)N1CCCC1)c1cccc(NS(=O)(=O)c2ccccc2)c1 (stereo not given)
    0.06, -1.9, i
> CCn1nc(C)c(NC(=O)CCSc2nc(-c3ccco3)cc(C(F)(F)F)n2)c1C
    -0.85, -0.2, i
> O=C1CC2(CC(c3ccc(Cl)cc3)=NO2)C(=O)N1c1ccccc1 (stereo not given)
    -0.41, -2.1, i
> CCOn1c(=O)c(-c2ccc(OC)c(OC)c2)[n+]([O-])c2ccccc21
    0, -0.8, i
> COc1cccc2c(=O)cc(C)n(CC(=O)Nc3ccc(C)c(C)c3)c12
    -0.11, 6.8, i
> O=C(O)c1cc(-c2ccc(N3CCOCC3)cc2)nn1-c1ccc(F)cc1F
    0.79, -1.0, i
> CCC(=O)Nc1cccc(-c2cn3ccccc3n2)c1
    -0.3, -1.0, i
> COc1ccc2[nH]c(C)cc(=O)c2c1
    0.53, 0.4, i
> CC(C)C(=O)Nc1ccc(N2CCN(c3ccc(F)cc3)CC2)cc1
    -0.49, -1.0, i
> CC(C)NC(=O)N1c2ccccc2Sc2ccccc21
    0.16, -1.5, i
> NC1=NC(=O)/C(=C/c2ccccc2OS(=O)(=O)c2ccccc2)S1
    -0.71, 0.8, i
> O=C(COC(=O)c1ccccc1Nc1ccc(SC(F)F)cc1)NC1CC1
    0.94, 0.2, i
> Cc1cc(N2CCC(C)CC2)nc2cccc(O)c12
    -0.94, 3.3, i
> CCOC(=O)c1c(NC(=O)C2CCCN(S(=O)(=O)c3ccccc3)C2)sc2c1CCCC2 (stereo not given)
    1.5, -0.6, i
> COc1ccc(CCNC(=O)CSc2nc(O)c(CC(C)C)c(=O)[nH]2)cc1OC
    0.15, -0.4, i
> O=C(C(=O)N1CCc2ccccc2C1)N1CCc2ccccc2C1
    0.8, -0.7, i
> CCOc1ccccc1NC(=O)CSC1=C(C#N)C(c2ccco2)C(C(=O)Nc2nc3ccccc3s2)=C(C)N1 (stereo not given)
    -0.86, -1.6, i
> Cc1ccccc1NC(=O)CSc1nc2n(n1)CCCCC2
    0.81, -1.5, i
> S=C(NCc1ccc(Cl)cc1)NCc1ccccn1
    -1.4, -0.5, i
> COc1ccc(/C=C/c2nc(-c3ccccc3)cc(=O)[nH]2)cc1
    -2.3, 1.5, i
> Cc1csc(SCC(=O)NC(=O)NC(C)C)n1
    0.61, 1.2, i
> COc1ccc(NC(=O)CSC2=NCCN2)cc1
    0.43, 1.0, i
> COc1cc(SC)ccc1C(=O)NCCOc1ccc(F)cc1
    -2.1, 0.1, i
> Cc1ccc(C(=O)CC(C(=O)O)n2cncn2)cc1 (stereo not given)
    -0.05, ., i
> COCCn1c(SCc2cccc([N+](=O)[O-])c2)nc2ccccc2c1=O
    1.4, -1.0, i
> C/C=C/C(=O)NCCc1ccc(OC)c(OC)c1
    -0.85, 0.6, i
> COc1ccc(-n2nnc3c(SCC(=O)OCc4ccccc4)ncnc32)cc1
    0.78, 0.4, i
> COc1ccc(C(CC(=O)Nc2nccs2)C(C)C)cc1 (stereo not given)
    -2.1, -0.1, i
> CNCCCCOc1ccc(C(C)(C)C)cc1Cl
    -4.9*, -3.2, i
> CCn1cc2c(c1-c1cccc(C)c1)c(=O)n(C)c(=O)n2C
    0.76, -1.3, i
> Cc1ccc(-c2cccc(NC(=O)C3C(C(=O)O)[C@@H]4C=C[C@H]3C4)c2)o1 (stereo not given in full)
    0.56, -0.8, i
> Cc1ccc(CC(=O)NCC(O)c2ccccc2)cc1 (stereo not given)
    -0.12, -0.9, i
> Cc1ccc(-c2oc3ccccc3c(=O)c2OCC(=O)O)cc1
    0.26, -1.6, i
> CCN(CC)C(=O)/C(NC(=O)c1ccccc1)=C(/Sc1ncccn1)c1ccccc1
    0.28, -2.8, i
> CCCCN(C(=O)c1cc(=O)[nH]c2ccccc12)c1c(N)n(CCC)c(=O)[nH]c1=O
    0, -0.3, i
> CCCCCNC(=O)C(C)Sc1ccc(Cl)cc1 (stereo not given)
    -4.1, 0.1, i
> CC(NC(N)=O)C12CC3CC(CC(C3)C1)C2 (stereo not given)
    -0.13, 0.0, i
> Cc1cc(NC(=O)CCC(=O)N(c2ccc(C)c(F)c2)C(C(=O)NC2CCCC2)c2ccco2)no1 (stereo not given)
    0.55, 0.6, i
> COc1ccc(C(=O)Nc2nnc(SCC(=O)NCc3ccco3)s2)c(OC)c1
    1.7, -0.2, i
> Cc1cc(C)n(C(=O)c2ccc(Cl)c(F)c2F)n1
    -0.82, -1.3, i
> CCCCCCNC(=O)CCCCCNS(=O)(=O)c1ccc(OC)cc1
    -0.27, 0.1, i
> CCSc1nnc(NC(=O)c2csc3c2CCCC3)s1
    0.13, -0.3, i
> CC(=O)c1c(C)[nH]c(C(=O)Nc2ccc3c(c2)OCCO3)c1C
    0.39, 0.0, i

Following part
Results follow in this order: Kir21 inh, STK33 kinase inh, KCNQ2 inh
> Nc1nc2ccccc2n1CCOc1ccccc1Cl
    0.88, -1.2, i
> O=C(CCN1C(=O)C2CCCCC2C1=O)Nc1nc(-c2ccc(F)c(F)c2)cs1 (stereo not given)
    1.4, -2.3, i
> CCN(C(=S)Nc1cc(S(=O)(=O)N2CCOCC2)ccc1Cl)c1cccc2ccccc12
    0.05, -2.3, i
> N#C/C(=C/c1ccc(N2CCCCCC2)o1)c1ccc(Cl)cc1
    -3.8, -0.4, -8.4*
> Cc1cccc(NC(=O)C2C(c3ccccc3)C2(Cl)Cl)c1 (stereo not given)
    0.57, -0.6, i
> CC(C)C(c1nnnn1Cc1ccc2c(c1)OCO2)N1CCN(c2ccccc2)CC1 (stereo not given)
    0.28, -2.3, i
> Cc1nnc(-c2cccc(C(F)(F)F)c2)nc1N1CCOCC1
    0.19, -3.0, i
> CNC(=O)C1CC(=O)N(Cc2ccc(OC)c(OC)c2)C(=Nc2ccc(OC)cc2)S1 (stereo not given)
    0.22, -0.1, i
> COc1ccc(OC)c(NC(=O)N2CCc3ccccc3C2)c1
    3, -1.4, i
> COc1ccc(OC)c(NC(=O)c2nnn(Cc3ccccc3C)c2N)c1
    0.19, -2.1, i
> CC(=O)N(C)c1ccc(OCC(O)Cn2c3ccc(Cl)cc3c3cc(Cl)ccc32)cc1 (stereo not given)
    0.64, -0.7, i
> NC(=O)NC(Cc1ccccc1)c1ccccc1 (stereo not given)
    1.5, ., i
> Cc1nc(NC(=O)c2cc3ccccc3o2)ccc1Br
    1.1, -1.5, i
> Cc1ccccc1NS(=O)(=O)c1ccc(NS(=O)(=O)c2cccs2)cc1
    1.4, -1.0, i
> COC(=O)CCc1cccc(CCC(=O)OC)c1
    -1.2, 2.5, i
> CCCCN(C(=O)CSCC(=O)Nc1ccc(OC)cc1)c1c(N)n(Cc2ccccc2)c(=O)[nH]c1=O
    -1.3, -1.0, i
> Cc1cc(C)cc(N(CC(=O)NC2CCCCC2)C(=O)c2ccc(C)s2)c1
    0, -0.8, i
> CCCc1c(C)c2ccc(OCC(C)=O)cc2oc1=O
    1.2, 0.2, i
> Cc1[nH]n(-c2ccccc2)c(=O)c1N=Nc1cccc(Cl)c1
    -0.76, -2.1, i
> Cc1cc(NC(=O)C(C)SCC(=O)Nc2ccccc2N2CCCC2)no1 (stereo not given)
    -2.5, -0.1, i

Copied from the results shown, 2 compounds:
Results follow in this order: Kir21 inh, STK33 kinase inh, KCNQ2 inh
> CC(=O)c1ccc(NC(=O)c2c(C)nn(-c3ccccc3)c2Cl)cc1
    1.4, -1.9, i
> COc1ccc(S(=O)(=O)N(C)CC(=O)N2CCN(C)CC2)cc1Cl
    0.04, -1.0, i

Screening data as filed in PubChem.
